CHRM5 agonist – CHRM5 agonism in calcium assay | CHO-K1 hM5 cells, Fluo-8 calcium fluorescence; 0% DMSO wells, 100% maximal acetylcholine response | hit rate 0.19% among 360,000 | activation, % at 3 µM;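 active = activation above the run's mean over test compounds plus 3 SD, cut at about 23% in these data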;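 also: signal is peak over basal fluorescence ratio across the kinetic read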
TAAR1 ag – human TAAR1 agonism; AID 624467; hit rate 0.99% among 360,000; Q96RJ0; activation, % at 3 µM; CHO RD-HGA16 TAAR1, Fluo-8 calcium fluorescence; vehicle wells 0%, saturating PEA agonist 100%;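 active = activation above the mean activation of all test compounds in the run plus 3 SD, cut at about 38% in these data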
Target sequence (Q96RJ0 whole entry, looked up): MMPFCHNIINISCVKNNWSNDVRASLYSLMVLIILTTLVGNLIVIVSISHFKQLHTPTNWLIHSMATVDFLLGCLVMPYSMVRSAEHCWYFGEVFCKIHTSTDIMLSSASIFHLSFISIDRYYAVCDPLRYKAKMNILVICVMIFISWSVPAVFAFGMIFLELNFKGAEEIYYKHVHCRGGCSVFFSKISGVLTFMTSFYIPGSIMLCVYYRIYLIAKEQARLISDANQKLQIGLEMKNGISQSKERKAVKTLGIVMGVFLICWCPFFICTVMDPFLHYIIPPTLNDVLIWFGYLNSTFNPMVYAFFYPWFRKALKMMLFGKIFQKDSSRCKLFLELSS
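Benchmarks: low control DMSO, high control PEA (EC100); System: CHO RD-HGA16 cells carrying human TAAR1 plus Gα16; Detection: Fluo-8 fluorescence, 5 s baseline then 140 s kinetic read; Schedule: 17-24 h plating, Fluo-8 75 min 37 °C, 30 min RT; Read-out basis: % activation from peak over basal fluorescence ratio, DMSO-to-PEA scaled.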
CHRM1 agonist – human M1 muscarinic receptor agonism; P11229; CHO-K1 hM1, Fluo-8 calcium fluorescence, agonist mode; 0% DMSO, 100% acetylcholine EC100; activation, % at 3 µM; hit rate 0.33% among 360,000; AID 588814;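 active = activation above the run's mean compound activation plus 3 SD, cut at about 16% in these data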;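 also: peak over basal fluorescence ratio within a 140 s kinetic read after compound addition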
Target sequence (P11229 whole entry, looked up): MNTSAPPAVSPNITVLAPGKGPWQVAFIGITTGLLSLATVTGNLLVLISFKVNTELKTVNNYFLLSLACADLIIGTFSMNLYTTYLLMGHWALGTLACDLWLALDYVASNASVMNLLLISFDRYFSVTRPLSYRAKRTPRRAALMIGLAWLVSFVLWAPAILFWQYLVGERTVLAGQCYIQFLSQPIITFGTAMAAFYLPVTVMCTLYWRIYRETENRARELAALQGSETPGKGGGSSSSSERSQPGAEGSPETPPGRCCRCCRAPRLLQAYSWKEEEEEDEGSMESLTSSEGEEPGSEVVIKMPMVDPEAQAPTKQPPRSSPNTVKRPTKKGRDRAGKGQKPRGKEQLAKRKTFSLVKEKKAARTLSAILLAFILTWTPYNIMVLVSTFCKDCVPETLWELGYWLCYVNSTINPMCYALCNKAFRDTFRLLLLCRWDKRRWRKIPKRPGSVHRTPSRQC
CHRM5 antagonist – blocks acetylcholine activation of human M5 receptor; CHO-hM5 cells, Fluo-8 calcium fluorescence, ACh EC80; P08912; hit rate 0.59% among 360,000; inhibition, % at 3 µM;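 active = inhibition above a per-plate cutoff, the mean of that plate's test compounds plus 3 SD, cut at about 27% in these data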;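 also: 0% = acetylcholine EC80 with DMSO and 100% = DMSO without agonist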
CHRM4 agonist – CHRM4 agonism in calcium assay | CHO-K1 hM4/Gqi5, Fluo-8 calcium fluorescence; vehicle 0%, full acetylcholine response 100% | activation, % at 3 µM | hit rate 0.14% among 360,000 | AID 624127;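 active = activation above the run mean over all test wells plus 3 SD, cut at about 32% in these data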;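 also: peak over basal fluorescence ratio per well then scaled between controls; 0% = DMSO wells and 100% = acetylcholine at EC100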
CHRM5 PAM – potentiates acetylcholine response at human M5 receptor | CHO-K1 hM5, Fluo-8 calcium, ACh EC20 PAM; 0% = ACh EC20, 100% = ACh EC100 | activation, % at 3 µM | hit rate 0.3% among 360,000 | AID 624038 | P08912;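 active = activation above the run cutoff, the mean activation of all test compounds plus 3 SD, cut at about 18% in these data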
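Assay system: CHO-K1 hM5 cells. Also added: acetylcholine at EC20 concentration, added after compound. Dosing: 3 µM, single dose. Times: compound preincubation 140 s before EC20 acetylcholine addition. Signal: Fluo-8 calcium fluorescence. Measure: % activation relative to EC20 and EC100 ACh responses. Repeats: singlicate, one well per test compound.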
CHRM1 antagonist – antagonists of human M1 muscarinic receptor | inhibition, % at 3 µM | P11229 | CHO-K1 hM1, Fluo-8 calcium fluorescence, ACh EC80 antagonist | AID 588852 | hit rate 1.3% among 360,000;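 active = percent inhibition above its own plate's cutoff, namely the mean of that plate's compound wells plus 3 SD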;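 also: peak over basal fluorescence ratio during 140 s after agonist addition; 0% = ACh EC80 plus DMSO and 100% = DMSO alone without agonist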
M4 antag – CHRM4 antagonism in calcium assay; inhibition, % at 3 µM; hit rate 0.73% among 360,000; CHO-hM4 cells, ACh EC80, Fluo-8 calcium fluorescence;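 active = inhibition above its plate's cutoff, the mean inhibition of sample wells plus 3 SD, cut at about 27% in these data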;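 also: 0% = acetylcholine EC80 with DMSO and 100% = DMSO without agonist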
CHRM1 PAM – human CHRM1 positive allosteric modulation; P11229; hit rate 0.088% among 360,000; activation, % at 3 µM; CHO-K1 hM1, Fluo-8 calcium fluorescence, ACh EC20; 0% = ACh EC20, 100% = maximal ACh; AID 588819; in the data active = activation above about 19%, passing the limit was not always enough
Starred values were filed as active, the others as inactive. Some of the compounds tested; rates above refer to the full screens.

Start of the listing, in advance (seven entries):
SMILES	CHRM5 agonist	TAAR1 ag	CHRM1 agonist	CHRM5 antagonist	CHRM4 agonist	CHRM5 PAM	CHRM1 antagonist	M4 antag	CHRM1 PAM
Cc1c(Cl)c(=O)oc2cc(OCC(=O)N3CCCC(C)C3)ccc12 (stereo unspecified)	0	6	-3	7	15	-14	1	6	3
CCC[C@@H](CN[C@@H](CNC)C(C)C)NCCCCc1ccccc1	-5	14	-6	13	3	-2	-14	-3	7
COc1ccc(-n2c(SCC(N)=O)nnc2-c2ccco2)cc1	-3	0	-1	11	1	-5	-16	-10	8
O=S(=O)(Cc1cccc(F)c1)c1c[nH]c2ccccc12	1	1	1	-2	4	-2	-19	-2	18
CC(C#N)(NC(=O)CN1CCN(S(=O)(=O)c2ccccc2Cl)CC1)C1CC1 (stereo unspecified)	3	8	-3	-2	1	-5	16	9	-11
CC(C)(C)OC(=O)N1CCC(c2c(C(=O)O)cnn2-c2ccccc2Cl)CC1	0	2	-5	7	1	-2	5	12	2
Cc1cc(C(=O)Cn2cc(C(F)(F)F)ccc2=O)c(C)n1-c1ccccc1	-3	2	-9	5	0	-7	-11	3	-1

The whole of this part, repeating the preview:
SMILES	CHRM5 agonist	TAAR1 ag	CHRM1 agonist	CHRM5 antagonist	CHRM4 agonist	CHRM5 PAM	CHRM1 antagonist	M4 antag	CHRM1 PAM
Cc1c(Cl)c(=O)oc2cc(OCC(=O)N3CCCC(C)C3)ccc12 (stereo unspecified)	0	6	-3	7	15	-14	1	6	3
CCC[C@@H](CN[C@@H](CNC)C(C)C)NCCCCc1ccccc1	-5	14	-6	13	3	-2	-14	-3	7
COc1ccc(-n2c(SCC(N)=O)nnc2-c2ccco2)cc1	-3	0	-1	11	1	-5	-16	-10	8
O=S(=O)(Cc1cccc(F)c1)c1c[nH]c2ccccc12	1	1	1	-2	4	-2	-19	-2	18
CC(C#N)(NC(=O)CN1CCN(S(=O)(=O)c2ccccc2Cl)CC1)C1CC1 (stereo unspecified)	3	8	-3	-2	1	-5	16	9	-11
CC(C)(C)OC(=O)N1CCC(c2c(C(=O)O)cnn2-c2ccccc2Cl)CC1	0	2	-5	7	1	-2	5	12	2
Cc1cc(C(=O)Cn2cc(C(F)(F)F)ccc2=O)c(C)n1-c1ccccc1	-3	2	-9	5	0	-7	-11	3	-1
CCOC(=O)c1cn(CC(=O)Nc2cccc(Cl)c2C)nn1	-2	10	-2	-2	2	2	-19	-8	9
CCOc1ccccc1N1CCN(C(=S)NCc2ccco2)CC1	0	8	8	5	2	-3	-7	3	4
COC(=O)c1ccc(Sc2nnnn2-c2ccccc2)c([N+](=O)[O-])c1	-6	8	-4	10	2	-17	12	-4	-12
CN1CCN(S(=O)(=O)c2ccc(Cl)c3ccccc23)CC1	-6	1	0	-5	1	2	-14	6	14
CSc1ccc(CN(C)CC(=O)Nc2ccc(C)cc2Br)cc1	0	5	-11	-1	0	1	3	2	4
CS(=O)(=O)NCCSCc1ccco1	1	0	7	3	1	-1	-5	12	21
COc1ccccc1N1CCN(C(=O)C2CCN(S(=O)(=O)c3ccc(F)cc3)CC2)CC1	-1	8	-2	-2	15	-12	4	-18	1
CCCCC(=O)NCc1ccc2c(c1)cc(C)n2C	0	20	-7	1	0	-1	0	0	4
CCn1c(SCC(=O)NCc2ccccc2)nnc1-c1cccnc1	-1	0	-3	-6	1	6	-2	5	11
COc1cccc(CNC(=O)c2ccccc2NC(=O)C2=C(C)OCCS2)c1OC	-2	8	1	3	19	-5	10	-14	0
O=C(NC1CCN(c2ncccn2)CC1)c1ccccc1Cl	-1	-1	-6	4	1	-2	-9	-2	4
COC(=O)CNC(=O)c1cn(-c2ccc(C)c(C)c2)c(=O)c2ccccc12	-2	0	-2	-2	1	1	10	-11	-7
CCO[C@H]1OC(C(N)=O)=C[C@@H](c2coc3ccccc3c2=O)[C@@H]1CCCO	0	5	-2	7	0	7	-15	0	10
Cc1cc2ncn(S(=O)(=O)N3CCOCC3)c2cc1C	-3	16	-6	0	2	-3	-1	0	3
CCN(CC(=O)Nc1ccccc1C(F)(F)F)C(=O)c1ccccc1OCc1ccc(F)cc1	-3	5	-5	10	6	-5	5	-7	-6
CC(C)C(=O)N=c1sc2cc(F)cc(F)c2n1C	1	5	-5	-4	0	2	-11	-11	10
COc1ccccc1CCC(=O)OCc1csc(CC(=O)Nc2ccccc2C)n1	-5	-1	-4	5	5	-3	-8	-2	6

The results go on.
Values run as follows: CHRM5 agonist	TAAR1 ag	CHRM1 agonist	CHRM5 antagonist	CHRM4 agonist	CHRM5 PAM	CHRM1 antagonist	M4 antag	CHRM1 PAM
Cc1ccc([C@H]2C[C@@H](n3cc(-c4ccc(F)cc4)nn3)[C@H](O)CN2CC2CCCCC2)cc1
  2	-1	1	4	0	3	-9	-3	-1
O=c1ccn([C@@H]2O[C@H](CNCc3cccn3-c3ccncc3)[C@@H](O)[C@H]2O)c(=O)[nH]1
  2	0	-1	4	1	6	-34	-7	7
O=C(CN1CCCCC1)N1CCN(c2ccccc2)CC1
  -5	2	-8	-1	1	0	-3	-21	-3
O=C(c1ccc(S(=O)(=O)N2CCCCCC2)cc1)N1CCN(c2ccccn2)CC1
  -2	3	-6	15	5	-10	27	21	-20
Cc1cc(C)c(C#N)c(N2CCN(c3ccccc3)CC2)n1
  1	0	-1	-1	0	4	-5	-2	6
CC(=O)Nc1ccc(S(=O)(=O)Oc2ccc(C(=S)N3CCCCC3)cc2)cc1
  8	12	-7	13	12	-13	1	12	-5
COc1ccc(C(=O)C2CCCN(C(=O)c3csc(C(C)=O)c3)C2)c(C)c1 (stereo unspecified)
  0	-1	-1	7	5	-5	-1	-13	3
Cc1c(Cl)c([N+](=O)[O-])nn1CC(=O)NC(C)C1CC2CCC1C2 (stereo unspecified)
  -3	12	0	-5	1	-6	-21	0	4
COc1ccc(NC(=O)OC(C)C)cc1
  -1	8	-2	-3	2	-3	-5	0	8
CCOc1ccc(NS(=O)(=O)c2cc(C(=O)N3CCN(c4ccccc4O)CC3)ccc2Cl)cc1
  4	10	0	5	18	-12	3	-1	-5
C[C@H](CO)N1C[C@H](C)[C@@H](CN(C)Cc2ccc(O)cc2)OCc2cnnn2CCCC1=O
  -1	1	-7	4	-1	2	-8	-2	0
O=C(OC(C(=O)NCc1cccs1)c1ccccn1)c1cccs1 (stereo unspecified)
  2	8	0	-5	2	1	-10	0	11
O=C(CSc1nnc(-c2ccco2)n1Cc1ccco1)NCc1ccccc1
  -6	5	-2	14	1	-7	-7	1	9
CN(CC(=O)O)S(=O)(=O)c1ccc2c(c1)n(C)c(=O)c(=O)n2C
  4	2	-4	0	1	4	7	3	1
O=C(Cn1c2c(sc1=O)C1c3ccccc3OCC1CS2)Nc1ccc(Cl)c(Cl)c1 (stereo unspecified)
  0	0	-5	-2	2	4	-2	9	8
Cn1cccc1C(=O)NC(=O)COC(=O)C12CC3CC(CC(O)(C3)C1)C2
  2	12	-2	2	2	2	-3	-8	2
Cc1c(Cc2ccccc2)c(=O)oc2cc(OCC(=O)NC(Cc3ccc(Cl)cc3)C(=O)O)ccc12 (stereo unspecified)
  5	0	-2	1	-1	2	-8	0	4
c1ccc(CN2CCC(Nc3ncnc4sccc34)CC2)cc1
  -1	3	-2	12	0	-1	16	2	-5
COC(=O)c1ccc(C)c(NC(=O)CCNC(=O)c2ccc([N+](=O)[O-])cc2)c1
  -4	-4	-6	1	-1	-2	1	1	2
Cc1ccc(C)c(NC(=S)NCCSc2ccc(Cl)cc2)c1
  -3	-2	-6	12	4	-12	1	11	-10
COc1ccc(NC(=O)CSc2nc3ccsc3c(=O)n2CCCCCC(=O)O)cc1
  6	4	-3	6	1	6	0	7	5
COC(=O)c1cn(S(=O)(=O)c2ccccc2)c2ccccc12
  -8	5	-10	12	-1	-13	8	6	-3
FC(F)(F)c1cc(-c2ccco2)nc(N2CCOCC2)n1
  -2	11	-3	-7	0	5	-28	-3	9
COc1ccc(N2C(=O)/C(=C\c3ccco3)N=C2SCC(N)=O)cc1Cl
  2	7	-1	-3	4	-4	-6	-11	1
CCc1ccc(N(CC(=O)Nc2ccc(NC(C)=O)cc2)S(=O)(=O)c2ccccc2)cc1
  2	3	2	12	13	-12	0	12	-9
CC(=O)Nc1ccc(C(=O)N2CCCC(c3cc(C(=O)NCc4ccccc4)no3)C2)cc1 (stereo unspecified)
  1	1	1	-2	2	1	-13	-12	3
Cc1ccc(NC(=O)CN2CCOCC2)cc1C
  -6	0	-4	8	1	3	-32	-15	15
O=C(COc1ccccc1)NC1CCSC1=O (stereo unspecified)
  0	4	-1	2	0	4	3	-1	-5

Source: PubChem
